MmCpn inh = M. maripaludis TRiC chaperonin inhibition | Potency, µM (top dose mostly 76.9 µM), for inactives: top-dose activity, negative = inhibition, most hits filed as inhibitors | purified Mm-Cpn ATPase, ADP Transcreener TR-FRET | hit rate 0.031% among 330,000; further: potency means the concentration at half of the fitted maximal effect; on the % scale 0 is the no-effect control and ±100 the full control effect; nearly all actives have a fitted effect of over 80% in size
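ATPase read-out: TR-FRET ADP immunoassay (anti-ADP Eu cryptate vs ADP-d2), ex 320 nm, em 590/665 nm; signal drops as ADP forms. Enzyme 25 nM, ATP 10 uM, 30 min at 37°C after 10 min compound preincubation.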
Akt phos inh = blocks phosphorylation of Akt; Neuro2A IGF-stimulated pAkt S473 HTRF, 20 min; stronger effect = lower value; activity change, % for hits at 50 µM; hit rate 0.32% among 360,000; AID 651550; in the data active means activity change below about -80%; inconclusive means mostly about -51% to -80%; further: on the % scale 0 is the no-effect control and ±100 the full control effect
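Neuro2A cells in DMEM with 0.5% FBS, overnight at 37 deg C, given compound at single 50 µM final, then IGF (6 nM final) for 20 min at 37 deg C. Lysed; phospho-Akt Ser473 by HTRF after 24 h, 665/615 ratio.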
Nrf2 block = inhibitors of Nrf2 signaling; Potency, µM (highest dose often 46 µM), inactives show at the top dose activity change, negative = inhibition, actives largely listed as inhibitors; A549 ARE-Fluc reporter, luciferase luminescence, 18-24 h; hit rate 2.1% among 360,000; further: potency means the concentration at half of the fitted maximal effect; on the % scale 0 is the no-effect control and ±100 the full control effect; nearly all actives have a fitted effect of over 60% in size
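Nrf2 activity is the BugLite luminescence, read 15 min after reagent at room temperature, following CellTiter-Fluor cytotoxicity readout (30 min, 37C). Compound titrations were applied for 18-24 h to 5000 A549 ARE_Fluc cells/well in 5% FBS OPTI-MEM.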
A549 viability = A549 cytotoxicity, counter-screen for Nrf2 inhibitors. A549 ARE-Fluc cells, CellTiter-Fluor viability, 18-24 h. hit rate 0.16% among 390,000. Potency, µM (doses to about 46 µM), without a hit: at the highest dose activity change, negative = cytotoxicity, hits mostly inhibitors; further: potency means the concentration at half of the fitted maximal effect; on the % scale 0 is the no-effect control and ±100 the full control effect
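Cytotoxicity counterscreen: CellTiter-Fluor fluorescence was measured in A549 ARE_Fluc cells after 18-24 h of compound exposure in a concentration series. The subsequent BugLite luminescent read reports ARE-luciferase activity.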
CCT chaperon mod = modulators of cytosolic chaperonin (CCT/TRiC) activity. purified chaperonin ATPase assay, HTRF ADP detection, 30 min. activity change, % (test concentration not listed), hits read low. hit rate 0.3% among 360,000; in the data active means activity change below about -30%; further: on the % scale 0 is the no-effect control and ±100 the full control effect
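First, chaperonin was dispensed at 40 nM or 20 nM final depending on batch activity. Next, compounds were pinned at 76 uM and ATP added at 10 uM. After 30 min at 37 °C, ADP detection reagents ran 30 min at ambient temperature.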
HepG2 viability = counter-screen for TGF-b inhibitors: cytotoxicity in HepG2 cells. HepG2 CAGA-GFP viability, ATP luminescence, 18 h. Potency, µM (series often up to 46.1 µM), for the others: at the highest dose activity change, negative = cytotoxicity, most hits filed as cytotoxic. hit rate 0.76% among 410,000. AID 588856; further: potency means the concentration at half of the fitted maximal effect; some results filed as inactive show a strong effect at the top dose
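CellTiter-Glo luminescence gave cytotoxicity after 18 hours at 37 degrees C. The cells were HepG2 CAGA-GFP in 1% FBS DMEM, stimulated with 500 pg/mL TGF-beta after compound addition. %Activity was normalised to no-cell wells (complete cell-killing) and DMSO (no toxicity), and curves were fitted and classified.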
TGFb inhibitor = blocks TGF-b signaling; Potency, µM (top dose mostly 46.1 µM), for inactives: at the top dose activity, negative = inhibition, usual class: inhibitors; HepG2 CAGA-GFP TGF-b/SMAD3 reporter, GFP fluorescence, 18 h; TGF-beta stimulated, 500 pg/mL final; hit rate 1.2% among 410,000; further: potency means the concentration at half of the fitted maximal effect; on the % scale 0 is the no-effect control and ±100 the full control effect; nearly all actives have a fitted effect of over 65% in size
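Read-out: total well GFP (ex488/em500-530) summed from mean per-cell fluorescence. Cells: HEPG2 CAGA-GFP, 1% FBS DMEM, 18 h at 37 degrees C with 500 pg/mL final TGF-beta. Unstimulated wells served as the full-inhibition control; stimulated DMSO wells = 0%.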
Abeta rescue = restores growth of yeast expressing A-beta42 peptide. Potency, µM (titrated, usually from 46.1 µM), inactives show at the top dose growth rescue, actives largely listed as activators. yeast expressing A-beta42, growth rescue, OD600, 48 h; response scale: 0% DMSO, 100% iron-clioquinol control. AID 1347071. hit rate 0.063% among 410,000; further: potency means the concentration at half of the fitted maximal effect; nearly all actives have a fitted effect of over 55% in size
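Growth rescue measured by 600 nm absorbance after 48 h yeast culture at 30 C with compound. Values normalized between DMSO and an equimolar ferric chloride plus clioquinol control.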
Nrf2 ARE act = Nrf2 pathway activation; hit rate 0.31% among 410,000; AREc32 ARE-luciferase reporter (MCF7-derived line), luminescence, 24 h; AID 624171; Potency, µM (series often up to 46.1 µM), for inactives: at the top dose activation, hits mostly activators; further: potency means the concentration at half of the fitted maximal effect; % of control where 0% means no effect; nearly all actives have a fitted effect of over 65% in size
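ARE activation measured as luciferase luminescence (Steady-Glo, 30 min RT) in AREc32_Fluc cells after 24 hr compound exposure at 37 deg C, 5% CO2; cells seeded overnight at 1000/well in OPTI-MEM, 5% FBS.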
* hit, by the source's call; i = inactive; u = inconclusive; x = not tested or not shown; & = joins results of further samples; [ ] = another dose, or the depositor's remark. Unless noted, the call rests on the fitted dose curve; in most records, active means well fitted curve in the direction sought with a large enough effect; inconclusive means small, poorly fitted or top-dose-only effect, or another doubt; inactive means no such curve, though single readings can be large; an effect the other way counts as inactive or inconclusive.

SMILES	MmCpn inh	Akt phos inh	Nrf2 block	A549 viability	CCT chaperon mod	HepG2 viability	TGFb inhibitor	Abeta rescue	Nrf2 ARE act
CN(C)c1ccc(CC(=O)N2CCCC(c3cc(C(=O)Nc4ccc5c(c4)OCO5)no3)C2)cc1 (stereo not given)	x	i	x	x	-2.8	-17%	-9%	-20%	4.6%
COc1ccc(-n2c(COc3cccc(C)c3)nnc2SCC(=O)O)cc1	-5%	i	-16%	1%	-3.3	0%	2%	-9%	-0.7%
C[C@H](O)[C@@H]1C(=O)N2CCc3ccc(-c4ccccc4)cc3[C@@H]2C[C@@H]1N(C)C(=O)c1ccc(C#N)cc1	x	i	-20%	-15%	2.9	5%	-17%	7%	8.4%
Cc1ccc(C(=O)NCCS(=O)(=O)N2CCN(c3ccccc3F)CC2)cc1[N+](=O)[O-]	0%	i	u	-13%	1.1	-12%	u	17%	-0.6%
Cc1[nH]c(=O)[nH]c(=O)c1S(=O)(=O)N1CCCC(C(=O)N2CCN(c3ccccc3Cl)CC2)C1 (stereo not given)	0%	-124%*	x	-7%	-0.6	3%	24%	0%	-0.2%
CC(NC(=O)CN(C)Cc1cccs1)c1ccccc1 (stereo not given)	0%	i	-2%	1%	-1.9	-2%	-5%	-6%	0.0%
CN(Cc1ccccc1)c1nc2c(c(=O)n(C)c(=O)n2C)n1CCCc1ccccc1	0%	i	-28%	-4%	-1.9	-17%	4%	-8%	3.0%
C[C@H](CO)N1C[C@H](C)[C@@H](CN(C)Cc2ccc(C(=O)O)cc2)Oc2c(NS(=O)(=O)c3ccc(F)cc3)cccc2C1=O	1%	i	9%	-4%	-2.0	4%	u	4%	0.5%
O=C(NC1CCCCC1)C1CCCN1S(=O)(=O)c1ccc(Cl)cc1 (stereo not given)	0%	i	-11%	-3%	-1.3	7%	-14%	-10%	-0.6%
COc1cccc(-c2c(C(=O)N/N=C(\C)COc3ccccc3)nnn2-c2nonc2N)c1	0%	i	-3%	0%	-7.4	10%	9%	10%	0.0%
O=C(COC(=O)c1cccs1)Nc1cccc(S(=O)(=O)N2CCOCC2)c1	1%	i	u	4%	1.5	14%	-2%	12%	0.5%
CC(=O)NC(C)(c1ccccc1)c1nc(-c2cc(F)cc(F)c2)cs1 (stereo not given)	x	i	x	x	-4.7	-15%	7%	8%	5.2%
Cc1cc(Cl)ccc1OC(C)C(=O)Nc1ccc(S(=O)(=O)Nc2cnc3ccccc3n2)cc1 (stereo not given)	-5%	i	8.2µM*	-16%	0.1	5%	u	-3%	-0.4%
COCC(=O)Nc1nnc(CCc2ccccc2)s1	-1%	i	5%	27%	-0.5	-30%	20%	9%	0.3%
COc1ccc(S(=O)(=O)NCC(=O)N(CC(=O)NCC2CCCO2)Cc2ccc(F)cc2)cc1 (stereo not given)	0%	i	3%	-10%	-3.4	-3%	-1%	-18%	0.3%
COCCN1Cc2cccc(C(=O)Nc3ccc(C(=O)OC)cc3)c2C1=O	x	x	u	-3%	x	1%	8%	-2%	-0.3%
CC1CCN(C(=O)C(Cc2ccccc2)n2cccc2)CC1 (stereo not given)	-1%	i	4%	-4%	-0.7	-30%	-5%	15%	-0.8%
CN1CCN(C(=S)Nc2cccc(C(F)(F)F)c2)CC1	0%	i	-23%	-1%	-4.6	0%	4%	-3%	0.1%
Cc1cc(C)c(C#N)c(OCc2ccc(Cl)nc2)n1	1%	i	2%	4%	-8.7	-20%	11%	-7%	2.4%
O=C(O)c1cc2n(n1)C(C(F)(F)F)CC(C1CC1)N2 (stereo not given)	1%	i	12%	-3%	-2.3	1%	0%	9%	-0.3%
O=C(NCCCc1ccccc1)C1CCC(=O)N(CCc2ccc(Cl)cc2)C1 (stereo not given)	1%	i	0%	-6%	-2.8	-24%	-25%	19%	2.7%
CCOC(=O)CNC(=O)Cn1cnc2c(nnn2-c2cccc(Cl)c2)c1=O	2%	x	x	2%	0.1	6%	6%	11%	-0.2%
CCOc1ccc(S(=O)(=O)N(CC(N)=O)c2ccc(C)cc2)cc1	2%	i	-1%	2%	-0.4	-4%	6%	-9%	0.4%
COc1cccc(/C=C2\SC(=O)N(CCC(=O)NCCCn3ccnc3)C2=O)c1	-1%	i	14%	-1%	-2.0	-34%	-5%	-4%	0.1%

Copied from the entries so far (ten entries):
SMILES	MmCpn inh	Akt phos inh	Nrf2 block	A549 viability	CCT chaperon mod	HepG2 viability	TGFb inhibitor	Abeta rescue	Nrf2 ARE act
COCC(=O)Nc1nnc(CCc2ccccc2)s1	-1%	i	5%	27%	-0.5	-30%	20%	9%	0.3%
COc1ccc(S(=O)(=O)NCC(=O)N(CC(=O)NCC2CCCO2)Cc2ccc(F)cc2)cc1 (stereo not given)	0%	i	3%	-10%	-3.4	-3%	-1%	-18%	0.3%
COCCN1Cc2cccc(C(=O)Nc3ccc(C(=O)OC)cc3)c2C1=O	x	x	u	-3%	x	1%	8%	-2%	-0.3%
CC1CCN(C(=O)C(Cc2ccccc2)n2cccc2)CC1 (stereo not given)	-1%	i	4%	-4%	-0.7	-30%	-5%	15%	-0.8%
CN1CCN(C(=S)Nc2cccc(C(F)(F)F)c2)CC1	0%	i	-23%	-1%	-4.6	0%	4%	-3%	0.1%
Cc1cc(C)c(C#N)c(OCc2ccc(Cl)nc2)n1	1%	i	2%	4%	-8.7	-20%	11%	-7%	2.4%
O=C(O)c1cc2n(n1)C(C(F)(F)F)CC(C1CC1)N2 (stereo not given)	1%	i	12%	-3%	-2.3	1%	0%	9%	-0.3%
O=C(NCCCc1ccccc1)C1CCC(=O)N(CCc2ccc(Cl)cc2)C1 (stereo not given)	1%	i	0%	-6%	-2.8	-24%	-25%	19%	2.7%
CCOC(=O)CNC(=O)Cn1cnc2c(nnn2-c2cccc(Cl)c2)c1=O	2%	x	x	2%	0.1	6%	6%	11%	-0.2%
CCOc1ccc(S(=O)(=O)N(CC(N)=O)c2ccc(C)cc2)cc1	2%	i	-1%	2%	-0.4	-4%	6%	-9%	0.4%

Continued:
SMILES	MmCpn inh	Akt phos inh	Nrf2 block	A549 viability	CCT chaperon mod	HepG2 viability	TGFb inhibitor	Abeta rescue	Nrf2 ARE act
CC[C@@H]1C(=O)[C@H](Cc2ccccc2)[C@H]2CCCC(=O)N3CC[C@@H]1[C@@H]23	x	i	-8%	2%	0.2	4%&2%	0%&-5%	-11%	0.1%
CCOc1ccc(-c2cn(-c3ccccc3OC)c(=S)[nH]2)cc1	-8%	i	9%	1%	0.0	5%	0%	u	3.3%
OCCN1CCN(c2ncnc3c2ncn3[C@H]2CN(Cc3ccco3)C[C@@H](CO)O2)CC1	x	i	x	x	-2.6	-13%	23%	-2%	0.3%[9.22 µM]
COC(=O)c1ccc[n+](CC(=O)Nc2ccc(OC(F)F)cc2)c1	2%	i	-6%	-2%	-0.4	-16%	10%	-5%	-0.8%
O=C(Nc1ccnn1C1CCN(Cc2ccn[nH]2)CC1)c1ccccc1	-1%	i	23%	9%	-0.4	-5%	-2%	0%	-0.4%
COc1cc(C=O)ccc1OCCSc1ccc(Cl)cc1	1%	x	x	-2%	-1.3	-14%	-19%	-7%	4.3%
COc1ccc(C(=O)N2CCC(c3ccncc3)CC2)cc1OC	x	x	x	-12%	x	-2%	-16%	-6%	0.1%
O=C1CC(C(=O)N2CCN(c3ccccc3O)CC2)CN1Cc1ccccc1 (stereo not given)	1%	i	-8%	-1%	-1.4	0%	-5%	11%	0.1%
CCCn1cc(S(=O)(=O)c2ccc(C)c(C)c2)c(=O)c2cc(F)c(N3CCCCC3)cc21	x	x	-21%	1%	x	-21%	-25%	-3%	-0.4%
Cc1cc(C)c2cc(C(=O)N3CCC(N4CCCCC4)CC3)[nH]c2c1	0%	i	6%	3%	-2.9	-7%	11%	-13%	-0.2%
COc1ccccc1CCC(=O)Nc1ccc(S(=O)(=O)Nc2ncccn2)cc1	x	i	x	x	1.1	2%	-10%	-2%	-1.8%
COc1ccc(C(=O)Nc2cc(C(C)C)c(O)c(S(=O)(=O)c3ccc(Cl)cc3)c2C)cc1	x	x	u	-13%	x	-5%	u	-10%	0.2%
CC(NC(=O)Cc1ccc(S(=O)(=O)N2CCOCC2)s1)c1ccc(Br)cc1 (stereo not given)	x	i	-11%	2%	-2.7	-11%	-15%	-20%	-0.6%
CCOC(=O)c1cc(NC(=O)Nc2ccccn2)c(C)nc1C	0%	i	0%	3%	-1.9	-23%	1%	-3%	0.2%
CC(=O)Nc1ccc(NC(=O)CCN2C(=O)c3ccccc3C2=O)cc1	0%	i	-5%	-1%	0.4	-13%	3%	-7%	0.6%
COC(=O)c1cc(-c2ccc(C)o2)nc2ccccc12	-2%[15.4 µM]	i	u	23%	-5.0	-13%	u	-37%[inhibitor]	2.5%[9.22 µM]
CC(=O)Nc1cccc(-c2csc(C(C)(NC(C)=O)c3ccccc3)n2)c1 (stereo not given)	x	i	x	x	-1.7	-14%	4%	-25%	0.7%

Sorted by value in TGFb inhibitor (low to high): some entries from above
structure	TGFb inhibitor
CCOC(=O)c1cc(NC(=O)Nc2ccccn2)c(C)nc1C	1%
CC(=O)Nc1ccc(NC(=O)CCN2C(=O)c3ccccc3C2=O)cc1	3%
CC(=O)Nc1cccc(-c2csc(C(C)(NC(C)=O)c3ccccc3)n2)c1 (stereo not given)	4%

Bioassay records from PubChem.
